# Screening results (PubChem BioAssay)
# GPR35 arrestin U2OS: inhibition of zaprinast-stimulated GPR35 beta-arrestin translocation – imaging, U2OS, beta-arrestin-GFP, zaprinast agonist, primary screen (AID 2058). U2OS GPR35 beta-arrestin-GFP translocation imaging, zaprinast antagonism; higher % means a stronger effect. inhibition, % at 10 µM; hits with a dose series show IC50 in µM. 0.052% of 290,000 active;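 active means inhibition of at least 50% with at least 30 cells and total cytoplasm GFP at most 10,000,000; inconclusive means under 30 cells or total GFP of 10,000,000 plus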
# HIV peptide binding: cell-free HIV fusion peptide-binding blockers – biochemical, uHTS, fluorescence dequenching, primary screen (AID 1986) | cell-free peptide binding, fluorescence dequenching, 30 min; higher % means a stronger effect | inhibition, % at 20 µM, or IC50 in µM where a hit was titrated | 0.3% of 290,000 active; in the data active means inhibition mostly above about 52%, no sharp cut-off; inactive means mostly below about 76%; further: some results filed as inactive read as strong as hits
# NTR1 ag: agonists of NTR1, primary screen, imaging, U2OS cells, beta-arrestin-GFP, high content (AID 493036) | P30989 | NTR1-U2OS beta-arrestin-GFP spot imaging, agonist mode | activation, % at 20 µM | 0.17% of 330,000 active;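 active means activation at or above 40% of the spot to cytoplasm intensity ratio, with at least 20 cells analyzed; inconclusive means wells under 20 cells, flagged as cytotoxic or low count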;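 further: 0% = DMSO without peptide and 100% = 100 nM NTR1 peptide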
# Target sequence (P30989 whole entry, looked up): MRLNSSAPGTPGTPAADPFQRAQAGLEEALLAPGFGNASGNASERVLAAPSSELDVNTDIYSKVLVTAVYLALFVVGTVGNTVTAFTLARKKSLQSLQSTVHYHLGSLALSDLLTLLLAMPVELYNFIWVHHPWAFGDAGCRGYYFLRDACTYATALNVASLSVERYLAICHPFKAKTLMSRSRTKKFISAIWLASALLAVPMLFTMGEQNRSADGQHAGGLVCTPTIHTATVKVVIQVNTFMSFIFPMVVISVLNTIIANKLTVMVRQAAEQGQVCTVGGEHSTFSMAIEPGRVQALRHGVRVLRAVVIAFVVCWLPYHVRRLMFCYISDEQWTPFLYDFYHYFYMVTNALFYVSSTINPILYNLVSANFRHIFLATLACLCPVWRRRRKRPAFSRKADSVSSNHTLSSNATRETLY
# Siah-1 displacement: Siah-1 peptide-binding antagonists, primary screen, biochemical, fluorescence polarization, rhodamine-plectin, uHTS (AID 1817); Siah-1 / rhodamine-plectin peptide fluorescence polarization; higher % means a stronger effect; one-dose displacement, % at 20 µM; IC50 in µM for titrated hits; 0.02% of 290,000 active;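 active means displacement of at least 50% at 20 µM, with a fluorescence ratio check between 0.3 and a set limit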;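 further: plate controls were Siah plus tracer with DMSO for no effect and tracer alone without Siah for full effect; strong numbers were not always called active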
# Dengue-2 NS5 capping: Dengue-2 NS5 methyltransferase inhibitors, primary screen, biochemical, confirmation dose response (AID 588689); Dengue-2 NS5 methyltransferase capping enzyme assay, biochemical; higher % means a stronger effect; one-dose inhibition, % at 25 µM; IC50 in µM for titrated hits; 0.3% of 340,000 active; in the data active means a potency from the dose series; inconclusive means inhibition above about 29% without an active follow-up result
# AID2073: inhibitors of Mint1-CaV2.2 protein interaction, biochemical, HTRF (AID 2073). HTRF protein-protein interaction, Mint1-CaV2.2; higher % means a stronger effect. one-dose inhibition, % at 20 µM; IC50 in µM for titrated hits. 0.19% of 290,000 active; in the data active means inhibition mostly above about 51%, no sharp cut-off; inconclusive means no clear call, values can overlap the other calls; inactive means mostly below about 53%; further: some results filed as inactive read as strong as hits
# GPR55 activation: GPR55 agonists via beta-arrestin recruitment, primary screen, imaging, U2OS cells, beta-arrestin-GFP redistribution (AID 1961); activation, % at 10 µM, or EC50 in µM where a hit was titrated; 0.048% of 290,000 active; U2OS GPR55 beta-arrestin-GFP redistribution imaging; higher % means a stronger effect;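 active means activation above 40% with more than 50 cells counted in the well; inconclusive means wells holding fewer than 50 cells, flagged as toxic or sparse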;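 further: U2OS osteosarcoma cells stably expressing GPR55 and beta-arrestin-GFP; plate controls were DMSO negative control for no effect and LPI positive control for full effect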
# K1F lysis inhibition: protection from phage-mediated lysis, alamar blue read-out – E. coli UTI89, K1F phage, bacterial capsule biogenesis inhibitors (AID 488966); E. coli UTI89 K1F phage lysis, alamar blue, 2 h; higher % means a stronger effect; inhibition, % at 100 µM; hits with a dose series show IC50 in µM; 0.02% of 340,000 active;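 active means phage lysis inhibition, versus mean bacterial control, above a set limit; inconclusive means no clear call, values can overlap the other calls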;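 further: capsule biogenesis inhibitors block K1F phage lysis so surviving cells raise fluorescence; higher fluorescence means more inhibition of phage lysis; actives were called in the ten point dose series up to 300 µM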
# GPR55 LPI antagonism: GPR55 antagonists blocking LPI-driven arrestin recruitment, primary screen, imaging, U2OS, beta-arrestin-GFP, LPI agonist (AID 2013). 0.13% of 290,000 active. U2OS GPR55 beta-arrestin-GFP translocation imaging, LPI antagonism; higher % means a stronger effect. inhibition, % at 10 µM; hits with a dose series show IC50 in µM;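 active means spots per cell inhibited over 60%, with over 100 cells counted and total cytoplasm intensity under 500,000; inconclusive means wells with under 100 cells, flagged as likely toxic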;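 further: U2OS cells stably carrying GPR55 and arrestin-GFP stimulated by 5 µM LPI near EC80; imaged beta-arrestin-GFP aggregate spots per cell after agonist stimulation; plate controls were LPI-stimulated DMSO wells for no effect and DMSO wells without LPI for full effect; some results filed as inactive read as strong as hits; confirmed hits need IC50 under 10 µM and bright autofluorescent wells are also inconclusive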
# NTR1 ag cell count 20 µM: further read-out of NTR1 ag, marked with its call; cell count; measured here: cell count, cytotoxicity flag
# * marks the source's active call; other numbers are inactive results; ? = inconclusive; . = not tested or not shown; [ ] = another dose, or the depositor's remark.
structure	Siah-1 displacement	GPR55 LPI antagonism	Dengue-2 NS5 capping	NTR1 ag	NTR1 ag cell count 20 µM	AID2073	GPR55 activation	HIV peptide binding	GPR35 arrestin U2OS	K1F lysis inhibition
COc1ccccc1CNC(=O)c1cnc2ccccn2c1=O	2.1%	-1.2%	-2.8%	0.4	89	6.7%	0.9%	1.9%	-20.0%	-0.9%
CCCC1C2C(=O)N(c3ccccc3OC)C(=O)C2ON1c1ccccc1 (configuration not stated)	-0.5%	-15.1%	-1.6%	-0.1	56	-1.9%	-0.2%	-1.2%	-10.3%	1.7%
Cc1nc2sc(C(=O)O)c(N)c2c2c1COC(C)(C)C2	1.9%	7.1%	-0.8%	0.3	85	10.7%	-0.1%	-0.6%	5.0%	0.1%
Cc1cc(S(=O)(=O)NC2CCCCC2)ccc1-n1cnnn1	-1.5%	-1.4%	3.7%	0.2	66	-10.3%	-0.3%	-0.4%	7.3%	0.1%
Cc1ccc2nc(SCC(=O)N(CC(C)C)c3c(N)n(Cc4ccccc4)c(=O)[nH]c3=O)[nH]c2c1	0.8%	8.9%	3.2%	0.8	76	-14.8%	0.1%	-0.8%	1.0%	1.4%
Cc1nnsc1-c1nnc(SCC(=O)c2ccc(C#N)cc2)n1C1CC1	-1.4%	-2.4%	-5.4%	-0.6	52	-10.9%	-0.1%	-0.7%	5.8%	0.3%
O=C(c1ccc(Cl)cc1)c1cnc2ccccn12	-2.7%	17.9%	5.1%	-2.6	56	-5.2%	-0.1%	-1.4%	16.5%	5.1%
CC(C)Oc1ccc(Oc2ccc(C(F)(F)F)cn2)cc1	0.8%	-1.8%	0.0%	-0.5	48	8.3%	-0.1%	2.1%	-5.6%	1.9%
CN(C)CCNC(=O)Nc1ccc(F)cc1F	5.2%	-1.0%	-15.9%	-1.0	42	-9.8%	-0.1%	0.1%	-4.8%	1.7%
Cc1nc(Nc2ccccc2F)c2oc3ccccc3c2n1	1.2%	-6.3%	-7.2%	3.2	88	9.7%	-0.1%	-0.6%	-0.8%	1.7%[50 µM]
Cc1ccc(/C=C2/SC(=S)N(CC(=O)Nc3ncc(Cc4ccc(C)cc4)s3)C2=O)cc1	1.3%	8.6%	-4.1%	0.5	56	-2.5%	0.5%	-2.6%	-7.6%	0.4%
CSc1nc(C)c(CCOC(=O)c2cccc(C)c2)c(=O)[nH]1	-0.8%	16.6%	7.2%	-1.0	93	6.5%	-0.3%	1.6%	-16.1%	0.2%
NCCn1c(-c2ccccc2)cc(C(=O)O)c1-c1ccccc1F	-4.8%	-4.4%	-5.6%	-0.8	103	0.4%	-0.1%	0.7%	-17.7%	0.2%
CCc1ccc(NC(=O)N(C2CCC(C)CC2)C2CCN(C(C)=O)CC2)cc1 (configuration not stated)	-3.7%	0.6%	-10.7%	-0.1	45	-3.3%	-0.1%	-0.1%	7.5%	5.9%
O=C(CSc1ccccc1)N1CCC(N2CCC(C(=O)N3CCCC3)CC2)CC1	-1.3%	6.0%	2.9%	1.6	90	-3.6%	-0.2%	1.0%	-4.3%	0.0%
CC(C)c1ccc(C(O)P(=O)(OC2CCCCC2)OC2CCCCC2)cc1 (configuration not stated)	2.2%	-5.1%	.	15.1	36	-3.8%	-0.3%	3.0%	-13.4%	.
CCN(Cc1cnn(C)c1)C(=O)c1cc(COc2cc(C)c(Cl)c(C)c2)on1	1.5%	-9.2%	-18.7%	0.3	69	-10.6%	-0.2%	1.0%	-26.1%	-0.5%
O=C(CN1C(=O)CCC1=O)Nc1ccc(Cc2ccc(NC(=O)CN3C(=O)CCC3=O)cc2)cc1	1.7%	1.8%	-6.2%	-0.2	59	15.0%	0.1%	-2.5%	-5.2%	-0.4%
O=S(=O)(O)CCN1CCOCC1	0.1%	-5.8%	1.4%	-0.2	47	8.0%	0.3%	1.4%	-0.3%	0.7%
Cc1cccn2c(=O)c3cc(C(=O)N4CCN(C(=O)c5ccco5)CC4)n(C)c3nc12	-0.6%	-8.1%	-1.6%	-1.8	67	14.4%	-0.1%	-1.2%	2.7%	0.0%
CC(C)(C)OC(=O)N1Cc2ccccc2C[C@H]1C(=O)NC1CCCC1	11.9%	-2.9%	-10.2%	0.2	88	2.2%	-0.2%	2.5%	-0.5%	0.2%[50 µM]
CCOC(=O)c1cc[n+](CC(=O)c2ccc(F)cc2)cc1	5.1%	-6.4%	-6.2%	-0.4	64	-9.1%	0.3%	1.1%	-17.8%	2.2%
Cc1cccc(C)c1NC(=S)N(Cc1cccnc1)Cc1ccccc1Cl	2.1%	14.0%	-2.3%	1.9	51	-14.4%	0.0%	-0.5%	-12.5%	0.7%
C/C=C/c1ccc(OCCCCNCc2ccco2)c(OC)c1	-3.5%	14.4%	-4.5%	0.3	53	1.8%	-0.6%	-1.3%	3.8%	0.2%
O=C(/C(=C(\[O-])c1ccccc1)[n+]1ccc2ccccc2c1)c1ccc(Cl)cc1	-1.5%	-9.2%	1.0%	-0.4	62	7.7%	-0.3%	2.2%	2.7%	0.5%[50 µM]
C=CCOC(=O)C1=C(C)Nc2[nH]c(=O)[nH]c(=O)c2C1c1ccccc1 (configuration not stated)	3.7%	4.9%	.	-0.7	87	-11.7%	0.1%	-1.7%	-10.6%	-0.1%
O=C(Nc1cccc(-c2ccc3nncn3n2)c1)c1ccco1	-0.3%	9.0%	-8.6%	3.2	63	8.6%	-1.0%	1.8%	-10.6%	0.4%
CCOC(=O)c1c(C)[nH]c(C)c1C(=O)CSc1nc2ccccc2c(=O)n1-c1ccc(C)cc1	2.5%	5.5%	-6.5%	8.1	40	15.5%	?	-0.3%	-4.1%	9.5%
COc1cccc(N2CCN(C(=O)CN(c3cc(C)cc(C)c3)S(=O)(=O)c3c(C)noc3C)CC2)c1	-5.7%	11.2%	-4.4%	2.0	63	-5.1%	0.1%	-0.7%	-1.1%	0.5%
COc1ccc(/C=C/C(=O)NCC2COc3ccccc3O2)cc1OC (configuration not stated)	-3.6%	6.3%	1.8%	2.6	81	31.2%	-0.1%	-1.4%	10.5%	0.0%
CCCCSc1nc(SCC(=O)NCc2ccco2)c2c3c(sc2n1)COC(C)(CC)C3 (configuration not stated)	-0.7%	15.3%	2.3%	15.1	84	19.0%	1.7%	-1.7%	16.4%	-0.3%
COc1cc(NS(=O)(=O)c2ccc(NC(=S)NC(=O)/C=C/c3ccc(F)cc3)cc2)ncn1	.	-4.7%	-2.9%	0.6	63	2.9%	0.0%	-0.5%	-3.0%	0.2%
NC(=O)[C@H]1CC2(CC(c3cccc(NC(=O)[C@H]4CCC(=O)N4)c3)=NO2)CN1C(=O)CC(c1ccccc1)c1ccccc1 (some centres not stated)	-7.7%	6.7%	.	0.7	97	13.9%	-0.1%	0.0%	-9.3%	.
Cc1cc(Cl)c(O)c(-n2nc3ccccc3n2)c1	2.2%	-16.4%	0.3%	5.6	62	-12.4%	0.1%	-0.9%	7.2%	0.7%[50 µM]
CN(C(=O)c1nn(C)c2c1CS(=O)(=O)c1ccccc1-2)c1cccc(Cl)c1	7.7%	5.1%	-7.7%	0.2	51	-3.5%	-0.2%	1.4%	2.4%	-0.2%
CC(C)=CCN1CCN(Cc2c(C)nn(C)c2Cl)CC1CCO (configuration not stated)	-1.2%	5.4%	-1.8%	-0.1	84	7.4%	-0.2%	0.3%	4.3%	0.1%
COc1ccccc1CNc1n[nH]c(NCc2ccccc2OC)n1	4.1%	4.7%	-6.1%	-0.4	77	-9.5%	-0.1%	-1.3%	3.5%	1.2%
CCCCc1nc2n[nH]c(N)c2c2c1CCCC2	-4.9%	-3.1%	-5.0%	0.2	66	-1.4%	0.0%	-0.5%	-0.6%	-2.3%
Cc1cc(C)n2nc(-c3ccc(Br)cc3)cc2n1	5.1%	0.3%	-10.6%	-0.3	57	6.3%	0.6%	-1.2%	-0.9%	0.5%
Cc1cc(C)nc(N2CCCC(C(=O)Nc3ccc4c(c3)OCO4)C2)n1 (configuration not stated)	-1.8%	-2.1%	-4.1%	-0.6	45	1.1%	0.3%	-0.9%	-3.6%	5.2%
O=C(CN1CCN(S(=O)(=O)c2ccccc2)CC1)Nc1ccc([N+](=O)[O-])cc1	-4.0%	6.6%	-5.1%	1.1	63	-11.4%	0.3%	2.4%	-13.8%	0.7%
CNCc1cn2cc(Cl)ccc2n1	0.0%	-3.7%	-2.2%	-2.6	76	3.5%	0.0%	-2.1%	3.3%	1.1%[50 µM]
Cc1ccc(C(=O)N2CCN(c3ccc(NC(=O)c4cccnc4)cc3)CC2)cc1	4.9%	10.5%	0.8%	-0.3	61	0.1%	0.3%	-2.0%	6.0%	3.9%
CC(C)(C)C(=O)Nc1nc2cc3c(cc2s1)OCO3	11.6%	-0.3%	-4.4%	1.1	60	-3.8%	0.6%	-1.8%	-8.1%	0.1%
Nn1c(SCc2cccc(F)c2)nnc1-c1ccncc1	-3.1%	-9.6%	.	-0.3	50	5.1%	0.3%	-0.4%	-6.7%	.
COc1ccc(OC)c(S(=O)(=O)NC(C)CCc2ccccc2)c1 (configuration not stated)	-0.8%	-15.2%	-0.4%	1.1	49	3.9%	-0.2%	1.0%	2.0%	-0.6%
O=C(CCN1C(=O)c2cccc3cccc(c23)C1=O)NCC1CCCO1 (configuration not stated)	3.6%	-4.1%	-3.2%	-0.2	64	3.4%	0.0%	-0.4%	-8.3%	0.2%
CN1C=CC(=C2C(=O)c3ccccc3C2=O)C=C1	1.3%	-2.0%	.	-0.5	93	-4.1%	0.2%	1.3%	-1.5%	.
CC(=O)O[C@H]1CC[C@@]2(C)C(CCC3C2CC[C@]2(C)OC(=O)CCC32)C1 (some centres not stated)	0.2%	4.5%	-0.8%	1.1	92	6.1%	0.4%	-0.2%	-18.4%	0.2%
CC1(C)CC(=O)C2=C(C1)NC1=C(C(=O)c3ccccc31)C2c1ccc(Cl)cc1 (configuration not stated)	-0.7%	-6.2%	5.9%	13.8	39	5.1%	-0.8%	-1.6%	-3.2%	3.2%
S=c1[nH]ccn1-c1ccc(Cl)cc1	10.9%	7.1%	-2.3%	-1.2	62	9.0%	0.1%	0.3%	-1.1%	0.2%
O=C(Nc1ccccc1F)c1ccc(-c2cccc([N+](=O)[O-])c2)o1	2.2%	7.1%	-1.9%	3.5	48	7.3%	0.2%	0.2%	-3.2%	0.6%[50 µM]
O=C(Nc1nncs1)c1c(F)c(F)c(F)c(F)c1F	-2.0%	8.5%	8.1%	-0.1	74	-9.6%	-0.2%	-0.4%	-3.3%	-0.3%
